Screening results from PubChem.
PAFAH2 inh – inhibitors of human PAFAH2; Q99487; recombinant PAFAH2, FP-rhodamine activity probe, fluorescence polarization; inhibition, % at 3.39 µM; 340,000 compounds, 0.99% hits; AID 492956;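 active = inhibition above the mean over all tested compounds plus 3 SD, cut at about 30% in these data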;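 note: inhibitors block probe labeling of enzyme so polarization drops; 0% = enzyme with DMSO and 100% = wells lacking PAFAH2 protein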
PREPL inhibitor – human PREPL enzyme inhibition; Q4J6C6; recombinant PREPL, fluorescence polarization activity-based probe; inhibition, % at 5.96 µM; 320,000 compounds, 0.68% hits; in the data active = inhibition above about 43%;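 note: 0% = enzyme with DMSO and 100% = wells lacking enzyme; many of its hits are not listed in these tables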
GSTO1 inh – counter-screen for RBBP9 inhibitors: inhibitors of human GSTO1; recombinant GSTO1, activity-based probe fluorescence polarization; inhibition, % at 5.96 µM; 300,000 compounds, 1.1% hits; AID 1974;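 active = inhibition above the campaign mean inhibition plus 3 SD, cut at about 35% in these data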;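 note: 0% = GSTO1-1 with DMSO and 100% = wells lacking GSTO1-1 enzyme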
LYPLA1 counter – blocks human lysophospholipase 1, a PME1 counter-screen; inhibition, % at 5.9 µM; 320,000 compounds, 0.16% hits; O75608; recombinant LYPLA1, FP-Rh probe fluorescence polarization; AID 2174;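 active = inhibition above the mean of all tested compounds plus 3 SD, set per campaign, cut at about 14% in these data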;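 note: inhibitors block serine hydrolase probe labeling of LYPLA1 so polarization falls; 0% = enzyme with DMSO and 100% = wells lacking LYPLA1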
Target sequence (O75608 whole entry, looked up): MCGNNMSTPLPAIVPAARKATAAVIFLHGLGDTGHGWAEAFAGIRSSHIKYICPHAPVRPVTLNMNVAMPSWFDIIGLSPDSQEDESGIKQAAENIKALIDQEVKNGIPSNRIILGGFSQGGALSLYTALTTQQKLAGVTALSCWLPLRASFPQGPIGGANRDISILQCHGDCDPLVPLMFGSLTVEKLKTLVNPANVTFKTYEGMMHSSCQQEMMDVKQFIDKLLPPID
PAD4 FP inh – inhibitors of human PAD4. Q9UM07. recombinant PAD4, RCA probe fluorescence polarization. inhibition, % at 6.36 µM. 330,000 compounds, 0.41% hits;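 active = percent inhibition above a cutoff equal to the mean of all tested compounds plus 3 SD, cut at about 15% in these data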;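 note: 0% = PAD4 with RCA probe and DMSO and 100% = probe without PAD4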
LYPLA2 inh – counter-screen for PME1 inhibitors: inhibitors of human LYPLA2 | O95372 | recombinant LYPLA2, FP-Rh probe fluorescence polarization | inhibition, % at 5.9 µM | 320,000 compounds, 0.38% hits | AID 2177;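 active = inhibition above the screen-wide mean plus 3 SD, limit set per campaign, cut at about 26% in these data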;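 note: 0% = LYPLA2 with DMSO and 100% = wells lacking LYPLA2 enzyme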
pPAFAH inh – inhibitors of human plasma PAF acetylhydrolase (pPAFAH). Q13093. recombinant pPAFAH, FP-rhodamine probe fluorescence polarization. inhibition, % at 3.39 µM. 330,000 compounds, 1.5% hits. AID 463082;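 active = inhibition above the mean inhibition across the screen plus 3 SD, cut at about 25% in these data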;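 note: inhibitors block binding of the rhodamine activity-based probe so polarization drops; 0% = enzyme with DMSO and 100% = wells lacking pPAFAH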
Target sequence (Q13093 whole entry, looked up): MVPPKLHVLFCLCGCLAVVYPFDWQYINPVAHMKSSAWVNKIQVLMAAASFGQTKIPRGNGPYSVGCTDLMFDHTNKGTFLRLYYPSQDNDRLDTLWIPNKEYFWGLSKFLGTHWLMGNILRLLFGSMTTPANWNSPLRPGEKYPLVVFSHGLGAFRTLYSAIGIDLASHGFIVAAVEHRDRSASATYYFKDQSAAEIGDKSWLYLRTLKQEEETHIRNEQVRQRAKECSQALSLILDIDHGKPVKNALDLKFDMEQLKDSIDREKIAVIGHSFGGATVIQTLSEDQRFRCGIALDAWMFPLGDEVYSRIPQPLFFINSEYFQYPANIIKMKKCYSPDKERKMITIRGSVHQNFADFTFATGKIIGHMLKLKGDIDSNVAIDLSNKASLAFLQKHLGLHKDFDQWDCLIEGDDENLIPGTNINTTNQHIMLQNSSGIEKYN
PAFAH1B3 FP inh – PAFAH1B3 (human) inhibition | AID 492972 | recombinant PAFAH1B3, FP-rhodamine probe, fluorescence polarization | inhibition, % at 3.39 µM | 340,000 compounds, 0.28% hits | Q15102;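 active = inhibition above the screen-wide average of all tested compounds plus 3 SD, cut at about 25% in these data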;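 note: 0% = enzyme with DMSO only and 100% = wells lacking PAFAH1B3 protein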
PAFAH1B2 inh – PAFAH1B2 (human) inhibition; P68402; recombinant PAFAH1B2, FP-rhodamine activity probe, fluorescence polarization; inhibition, % at 3.39 µM; 340,000 compounds, 1.2% hits;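 active = inhibition above the mean of all tested compounds plus 3 SD, cut at about 24% in these data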;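 note: 0% = enzyme with DMSO and 100% = wells lacking PAFAH1B2; many of its hits are not listed in these tables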
Target sequence (P68402 whole entry, looked up): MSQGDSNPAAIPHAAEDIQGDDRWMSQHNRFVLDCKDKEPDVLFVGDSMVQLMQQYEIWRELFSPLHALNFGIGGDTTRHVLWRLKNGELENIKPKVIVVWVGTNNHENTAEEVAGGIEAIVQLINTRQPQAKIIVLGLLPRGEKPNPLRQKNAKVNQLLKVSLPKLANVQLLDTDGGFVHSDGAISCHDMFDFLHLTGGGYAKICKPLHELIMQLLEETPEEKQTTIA
Starred values were filed as active, the others as inactive; nt = no result given. A portion of the library; count on the stated rates, not on these rows.

SMILES	PAFAH2 inh	PREPL inhibitor	GSTO1 inh	LYPLA1 counter	PAD4 FP inh	LYPLA2 inh	pPAFAH inh	PAFAH1B3 FP inh	PAFAH1B2 inh
CCOc1ccc(NC(=O)N2CC=C(n3c(=O)[nH]c4ccccc43)CC2)cc1	0	-5	-4	-2	-1	-2	6	3	-3
COc1cc(/C=C(\C#N)C(=O)NC(C)C)ccc1OCc1ccc(C(=O)O)cc1	7	2	2	2	1	9	4	9	0
COc1cc(OC)c(C(=O)OCC(=O)NC23CC4CC(CC(C4)C2)C3)cc1OC	97*	15	nt	nt	-3	nt	5	7	1
Nc1nc(Nc2ccccc2F)nc(N2CCOCC2)c1[N+](=O)[O-]	0	1	-9	-3	2	-6	-1	2	0
Cc1c(C=O)c(C=O)c(C)n1Cc1ccccc1	3	15	2	0	-1	0	2	0	0
O=S1(=O)CCN2C(Cc3ccc(SC(F)F)cc3)=CSC2=N1	5	9	-5	6	-1	3	8	0	1
CCCC1=Nc2cc(C(=O)N3CCC(C(N)=O)CC3)ccc2Sc2ccccc21	1	4	2	0	0	0	5	7	4
Cc1ccc(Sc2ncccc2NC(=O)c2ccccc2Cl)cc1	nt	9	-8	-3	-6	1	1	nt	nt
CCOC(=O)c1nc(-c2ccc3c(c2)OCO3)[nH]c1C	5	6	2	1	-3	-4	0	4	4
CC(=O)c1sc(N/N=C/c2cccc([N+](=O)[O-])c2)nc1C	-18	12	1	1	-5	6	7	3	0
CCOC(=O)c1c(-c2ccc(OC)cc2)oc2cc(Br)c(O)cc12	3	-3	-8	-1	-4	3	1	0	1
CCN(CC)S(=O)(=O)c1cccc(-c2nnc(SCC(=O)NC)n2N)c1	2	1	5	3	-1	8	4	0	3
CCCCn1c(N)c(N(CCOC)C(=O)C2CCN(C(=O)c3ccc(Cl)cc3)CC2)c(=O)[nH]c1=O	0	10	-3	0	-6	-5	-4	7	-2
CC[C@]12c3[nH]c4cc(CCC(=O)N(C)C)ccc4c3CCN1C(=O)[C@@H](CC(=O)NCc1cccc(C(F)(F)F)c1)C[C@@H]2C(=O)N1CCN(C(=O)c2ccco2)CC1	-7	nt	nt	nt	1	nt	8	6	4
CCOC(=O)C(C)Sc1nc(=O)n2cccc(C)c2n1 (stereo unspecified)	0	-3	-4	2	-2	5	8	5	3
O=C(COC(=O)c1cccs1)NCc1ccc2c(c1)OCO2	10	0	7	-1	0	2	9	-2	1
O=C(CN1CCN(C(=O)c2cccc(F)c2)CC1)Nc1ccccc1F	-2	22	-3	3	-6	-2	-2	-1	-2
Cc1ccc(N2C(=O)N(CC(=O)Nc3ccc(C)cc3Cl)C(=O)C2C)cc1 (stereo unspecified)	2	2	8	-1	-1	6	0	7	5
COc1cccc(N2[C@@H](CC(=O)O)c3ccccc3S2(=O)=O)c1	1	11	-4	3	-8	0	2	5	3
CN(C)c1ccc(/C=N/NC(=O)CCC(=O)NCc2ccccc2)cc1	-2	2	-2	4	3	3	10	6	0
CC(=O)Nc1cccc(C(=O)OC(C)C(=O)Nc2ccc(S(=O)(=O)N3CCCC3)cc2)c1 (stereo unspecified)	4	-2	-2	0	-6	0	17	0	3
S=c1nc(-c2ccccc2)[nH]c2ccccc12	-8	-10	-5	-2	12	-4	0	3	6
Cc1nc(-c2ccc(Cl)cc2)sc1C1(C)CC(c2ccc(OC(F)(F)F)cc2)=NO1 (stereo unspecified)	3	-15	6	-4	2	-8	2	0	-1
Cc1cccc(N2CCN(C(=O)/C=C/c3ccco3)CC2)c1C	8	-1	1	-1	2	-2	10	7	3
CC(Oc1cccc(Cl)c1)C(=O)Nc1cc(S(=O)(=O)N2CCCCC2)ccc1N1CCOCC1 (stereo unspecified)	2	5	3	-4	2	5	1	-1	6
COc1ccc(-n2cnc3cc(NS(=O)(=O)c4ccccc4)ccc32)cc1	14	-22	-7	-5	-2	0	4	3	-1
COc1cc(NS(=O)(=O)c2ccc(N/C=C(\C#N)c3nc4cc(Cl)ccc4o3)cc2)nc(OC)n1	-7	-3	-17	-11	-7	0	9	1	-4
CCc1ccc(CCN2C(=O)c3ccccc3C2=O)nc1	-3	12	13	1	-4	4	1	9	5
O=C1c2cccnc2C(=O)N1Cc1ccc(S(=O)(=O)NCc2ccco2)cc1	4	2	0	0	0	-1	3	0	0
CC(Oc1ccc(Cl)cc1)C(=O)Nc1nccs1 (stereo unspecified)	-11	-25	2	-4	4	-4	0	2	18

Shown with values under each structure: entries from further up
Fields: PAFAH2 inh	PREPL inhibitor	GSTO1 inh	LYPLA1 counter	PAD4 FP inh	LYPLA2 inh	pPAFAH inh	PAFAH1B3 FP inh	PAFAH1B2 inh
> Cc1ccc(N2C(=O)N(CC(=O)Nc3ccc(C)cc3Cl)C(=O)C2C)cc1 (stereo unspecified)
→ 2	2	8	-1	-1	6	0	7	5
> COc1cccc(N2[C@@H](CC(=O)O)c3ccccc3S2(=O)=O)c1
→ 1	11	-4	3	-8	0	2	5	3
> CN(C)c1ccc(/C=N/NC(=O)CCC(=O)NCc2ccccc2)cc1
→ -2	2	-2	4	3	3	10	6	0
> CC(=O)Nc1cccc(C(=O)OC(C)C(=O)Nc2ccc(S(=O)(=O)N3CCCC3)cc2)c1 (stereo unspecified)
→ 4	-2	-2	0	-6	0	17	0	3
> S=c1nc(-c2ccccc2)[nH]c2ccccc12
→ -8	-10	-5	-2	12	-4	0	3	6
> Cc1nc(-c2ccc(Cl)cc2)sc1C1(C)CC(c2ccc(OC(F)(F)F)cc2)=NO1 (stereo unspecified)
→ 3	-15	6	-4	2	-8	2	0	-1
> Cc1cccc(N2CCN(C(=O)/C=C/c3ccco3)CC2)c1C
→ 8	-1	1	-1	2	-2	10	7	3
> CC(Oc1cccc(Cl)c1)C(=O)Nc1cc(S(=O)(=O)N2CCCCC2)ccc1N1CCOCC1 (stereo unspecified)
→ 2	5	3	-4	2	5	1	-1	6
> COc1ccc(-n2cnc3cc(NS(=O)(=O)c4ccccc4)ccc32)cc1
→ 14	-22	-7	-5	-2	0	4	3	-1
> COc1cc(NS(=O)(=O)c2ccc(N/C=C(\C#N)c3nc4cc(Cl)ccc4o3)cc2)nc(OC)n1
→ -7	-3	-17	-11	-7	0	9	1	-4
> CCc1ccc(CCN2C(=O)c3ccccc3C2=O)nc1
→ -3	12	13	1	-4	4	1	9	5
> O=C1c2cccnc2C(=O)N1Cc1ccc(S(=O)(=O)NCc2ccco2)cc1
→ 4	2	0	0	0	-1	3	0	0

Carrying on.
SMILES	PAFAH2 inh	PREPL inhibitor	GSTO1 inh	LYPLA1 counter	PAD4 FP inh	LYPLA2 inh	pPAFAH inh	PAFAH1B3 FP inh	PAFAH1B2 inh
Cc1nc(-c2ccc(F)cc2)c(CC(=O)N(C)CC(=O)Nc2ccc(Br)cc2C)s1	5	12	5	0	-3	0	-1	-3	-2
Cc1ccc(S(=O)(=O)c2c(N)n(NC(=O)c3ccccc3C)c3nc4ccccc4nc23)cc1	-10	-12	-15	-12	1	-20	-2	0	5
CCOC(=O)Nc1ccc2c(COC(=O)C(NS(=O)(=O)c3ccc(Cl)cc3)C(C)O)cc(=O)oc2c1 (stereo unspecified)	0	-34	nt	nt	-8	nt	-1	8	2
CC(C)C[C@H](NC(=O)Nc1ccccc1F)C(=O)O	3	1	1	-5	-3	1	1	5	0
CC(=O)Nc1ccc(NC(=O)C2CCCN2S(=O)(=O)c2cccc(C(F)(F)F)c2)cc1 (stereo unspecified)	4	-3	3	0	-3	-3	5	0	8
CCOc1cc(C2C(C(C)=O)=C(O)C(=O)N2CCc2c[nH]c3ccccc23)ccc1O (stereo unspecified)	4	1	13	-1	-4	-9	4	3	6
O=S(=O)(c1ccc(Cl)cc1)N1CCC2(CC1)CO2	-6	7	96*	1	-4	-6	-2	11	28*
O=C(CSc1nc2ccccc2c(=O)n1-c1ccc(F)cc1)Nc1cc(S(=O)(=O)N2CCOCC2)ccc1Cl	-2	-2	-3	9	0	1	2	4	-2
CCCSc1ccccc1C(=O)N1CCN(C(=O)c2ccco2)CC1	-4	0	1	-3	-4	2	3	-1	-1
Cc1cc(C)n(C(=O)CNC(=O)CCc2ccccc2)n1	-1	-5	1	0	1	-2	-1	6	2
Cc1onc(-c2c(Cl)cccc2Cl)c1NC(=O)N1CCSCC1	-2	-2	9	2	3	3	6	0	0
COc1cc(N(C)C)c([N+](=O)[O-])cc1C(=O)N1CCOCC1	1	7	3	2	-4	10	-2	-3	1
Cc1noc(C)c1S(=O)(=O)N(C)C[C@H]1Oc2ccc(NC(=O)C3CC3)cc2C(=O)N([C@H](C)CO)C[C@@H]1C	-1	4	nt	nt	-2	nt	4	7	4
CN(C)C(=S)Nc1ccc2c(c1)OCO2	-2	-1	1	1	-1	1	5	9	4
Cn1cccc1-c1nc2ccccc2n1Cc1ccccc1	0	10	-1	3	-1	1	10	8	6
Fc1ccc(CSc2nnc(-c3cc4c(s3)-c3ccccc3CC4)o2)cc1	3	5	2	0	1	0	3	8	-2
CCOc1ccccc1NC(=O)C(c1ccccc1)N1CCN(CC(=O)N2CCOCC2)CC1 (stereo unspecified)	-3	13	nt	1	-3	1	-1	0	3
COc1cc2nc(CN(C)Cc3ccc(SC)cc3)[nH]c(=O)c2cc1OC	0	-10	-3	-1	4	2	-1	5	3
CC1=NC(=O)C(N=Nc2cccc(O)c2)N1c1ccccc1 (stereo unspecified)	13	4	-4	-5	3	-4	12	-1	0
C/C(N)=C(/C#N)C(=O)COC(=O)c1ccc(C#N)cc1	0	19	5	1	1	10	4	5	4
CCOc1ccc2nc(NC(=O)CN3C(=O)NC4(CCCC4)C3=O)sc2c1	6	-5	4	1	-4	2	2	4	5
N#C/C(=N/Nc1ccc(OC(F)(F)F)cc1)C(N)=S	13	12	2	6	-1	6	12	6	1
CC(C)(C)NC(=O)c1cccc(NC(=O)Cc2ccc(Br)cc2)c1	0	29	4	-1	0	-9	2	2	28*
CCOC(=O)CSc1nc(C)cc(C)n1	-3	-2	8	0	-1	-3	4	3	-1
O=C(Nc1ccc(Cl)c(Cl)c1)c1ccc(Cn2c(=O)[nH]c3ccsc3c2=O)cc1	-45	0	-30	-36	-7	-80	-29	-50	-25
S=C1CSc2ccccc2N1	-2	8	4	2	1	4	4	5	0
CC(Cc1ccccn1)NC(=O)CCc1nnc(C2CCCCC2)o1 (stereo unspecified)	6	-6	3	2	2	0	-3	-1	5
CCc1ccc2nc(/N=C(\N)NC(=O)c3ccccc3)nc(C)c2c1	-4	10	-6	-3	-4	1	-2	6	5
CCCS(=O)(=O)Nc1cccc(-c2cn3c(n2)SCC3)c1	-6	4	-1	0	-1	-2	3	3	-1
CSc1nnc(C(C)c2ncc(C(F)(F)F)cc2Cl)n1C (stereo unspecified)	1	6	-6	0	-2	0	3	1	-4
COC(=O)[C@]1(C)N[C@H](CN(C)C(=O)Nc2ccc(C)cc2)[C@@H]2C(=O)N(C)C(=O)[C@@H]21	-2	12	nt	nt	-4	nt	3	1	1
COc1cc(/C=C/C(=O)OCC(=O)NC(=O)C2COc3ccccc3O2)ccc1OC(F)F (stereo unspecified)	0	14	nt	nt	0	nt	-2	7	7
O=C(CSc1nnc(-c2ccncc2)n1Cc1ccco1)N1c2ccccc2Sc2ccc(Cl)cc21	3	-8	-8	1	-3	-1	2	-5	-2
